Diaphorase inh: diaphorase inhibition or chemical oxidation counter-screen; diaphorase resazurin-to-resorufin fluorescence, NADH, 16 min; bacterial (C. kluyveri) enzyme, not human; inhibition, % at 20 µM; 190,000 tested, 0.69% active; AID 1217;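 active = primary screen inhibition at 20 µM above a set limit, cut at about 50% in these data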;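 note: plate controls were DMSO with full reaction for no effect and wells lacking NADH for full effect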
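Benchmarks: positive control wells lacking NADH, neutral wells with DMSO only. System: bacterial diaphorase enzyme (C. kluyveri). Input: 0.14 U/mL diaphorase, enzyme working solution. Detection: resorufin fluorescence, excitation 544 nm, emission 590 nm. Times: 16-min room-temperature incubation before reading.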
STAT1 inh: STAT1 signaling inhibition | 200,000 tested, 0.35% active | NIH 3T3 STAT1-luciferase reporter, IFN-gamma, luminescence | inhibition, % at 5.5 µM | AID 920;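 active = inhibition above a set limit, the mean inhibition across all tested compounds plus 3 SD, cut at about 34% in these data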;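 note: 0% = IFN-gamma with DMSO and 100% = IFN-gamma with 300 µM nifuroxazide; values of inactives mirror those of a sister screen read the other way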
STAT3 activator: STAT3 signaling activation. 190,000 tested, 0.91% active. U3A cells, IL-6 STAT3-luciferase reporter, luminescence; 100% = signal with IL-6 EC80 alone. activation (% of control), % at 5.6 µM;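 active = activation above the screen-wide mean of compound activation plus 3 SD, cut at about 130% in these data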;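 note: 0% = background luminescence of wells with medium and substrate only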
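Detection: reporter luminescence signal / Assay system: STAT1-lacking human U3A cells, STAT3 luciferase reporter / Incubation: compound pre-incubation 1 h before IL-6, then 6 h stimulation at 37 °C / Control set: IL-6-only high control / Read-out: % activation relative to IL-6 control / Probe or stimulus: Interleukin-6, 33 ng/mL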
Hsp70 activator: switches on Hsp70 transcription; 200,000 tested, 0.04% active; HeLa Hsp70 promoter luciferase reporter, luminescence; scaled: vehicle 0, proteasome-inhibitor control 100%; activation, % at 10 µM; AID 1203;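 active = activation above the mean across all tested compounds plus 3 SD, cutoff set per campaign, cut at about 5.5% in these data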;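 note: 100% = MG132 at 30 µM as the positive control and 0% = DMSO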
STAT1 activator: increases IFN-gamma driven STAT1 reporter signal. NIH 3T3 STAT1-luciferase reporter, luminescence; 100% = IFN-gamma alone, no compound. activation (% of control), % at 5.5 µM. 200,000 tested, 2.6% active;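 active = activation above the screen-wide mean activation plus 3 SD, cut at about 130% in these data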;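 note: raw ratio to IFN-gamma control signal so 100% means no change and 0% no light; values of inactives mirror those of a sister screen read the other way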
TLR4-MyD88 BLA: blocks binding of human TLR4 to MyD88; HeLa CL3-4 TLR4/MyD88 BLA complementation, FRET ratio; inhibition, % at 8.4 µM; 200,000 tested, 0.18% active; in the data active = inhibition above about 25%;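 note: 0% = vehicle and 100% = reference inhibitor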
Target sequence (O00206 whole entry, looked up): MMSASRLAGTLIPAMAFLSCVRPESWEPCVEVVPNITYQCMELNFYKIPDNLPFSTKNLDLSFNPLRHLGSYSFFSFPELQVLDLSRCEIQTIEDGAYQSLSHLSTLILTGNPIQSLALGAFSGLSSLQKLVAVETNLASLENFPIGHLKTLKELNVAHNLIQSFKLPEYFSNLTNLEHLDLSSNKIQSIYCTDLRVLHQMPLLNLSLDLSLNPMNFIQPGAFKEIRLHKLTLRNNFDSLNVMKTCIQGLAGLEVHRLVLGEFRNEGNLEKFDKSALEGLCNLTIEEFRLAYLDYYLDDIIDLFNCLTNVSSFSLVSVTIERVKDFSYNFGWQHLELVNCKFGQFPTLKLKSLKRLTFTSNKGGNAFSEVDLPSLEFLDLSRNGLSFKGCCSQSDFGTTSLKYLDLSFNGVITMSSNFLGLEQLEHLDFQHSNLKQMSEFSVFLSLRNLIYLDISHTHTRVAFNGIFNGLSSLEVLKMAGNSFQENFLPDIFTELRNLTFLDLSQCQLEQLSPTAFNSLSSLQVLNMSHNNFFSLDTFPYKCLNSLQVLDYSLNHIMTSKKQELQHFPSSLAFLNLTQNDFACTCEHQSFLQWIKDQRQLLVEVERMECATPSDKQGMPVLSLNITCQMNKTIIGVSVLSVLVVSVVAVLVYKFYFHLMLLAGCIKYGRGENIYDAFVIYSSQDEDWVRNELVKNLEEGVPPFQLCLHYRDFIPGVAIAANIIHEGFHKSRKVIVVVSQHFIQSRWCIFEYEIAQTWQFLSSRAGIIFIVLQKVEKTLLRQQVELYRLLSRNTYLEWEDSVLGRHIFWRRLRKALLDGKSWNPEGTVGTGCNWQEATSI
Target sequence (Q99836 whole entry, looked up): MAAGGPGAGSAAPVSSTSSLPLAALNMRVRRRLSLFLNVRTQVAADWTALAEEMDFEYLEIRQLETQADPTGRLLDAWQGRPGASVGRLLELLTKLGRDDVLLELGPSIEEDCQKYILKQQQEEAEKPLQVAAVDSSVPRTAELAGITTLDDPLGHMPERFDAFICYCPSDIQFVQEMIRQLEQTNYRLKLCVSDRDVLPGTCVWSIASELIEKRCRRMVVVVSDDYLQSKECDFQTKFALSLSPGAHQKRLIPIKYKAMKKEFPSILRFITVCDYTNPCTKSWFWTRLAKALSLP
Diaphorase act: activates diaphorase or chemically reduces, flagging diaphorase assay artifacts. Diaphorase/resazurin coupled assay, resorufin fluorescence, 16 min; active compounds read high; 1 = vehicle wells, 0 = NADH-free wells. activation factor at 20 µM. 190,000 tested, 0.005% active. AID 1229;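 active = diaphorase activity raised at least twofold by the compound at 20 µM; inactive = activation factor below 2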
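Material: purified diaphorase enzyme from Clostridium kluyveri; Also added: 0.114 mM NADH and 0.1 mM resazurin, final amounts; Doses: single compound dose of 20 µM, 1% DMSO final; Times: 16 min enzyme reaction, ambient temperature; Detection: resorufin fluorescence, excitation 544 nm, emission 590 nm; Measure: increased resorufin signal from activators or reducing compounds.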
STAT3 inh: reduces IL-6 driven STAT3 reporter signal; U3A cells, IL-6 STAT3-luciferase reporter, luminescence; host cell line lacks STAT1; inhibition, % at 5.5 µM; 190,000 tested, 0.89% active;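 active = inhibition above the mean inhibition across all screened compounds plus 3 SD, cut at about 44% in these data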;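 note: 0% = DMSO only wells and 100% = 100 µM nifuroxazide control wells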
G6PDH counter: inhibits Leuconostoc G6PDH, flagging false hits in G6PDH-based assays | AID 1020 | 200,000 tested, 0.12% active | Purified L. mesenteroides G6PDH, diaphorase/resazurin coupled fluorescence, 45 min | inhibition, % at 5 µM; in the data active = inhibition above about 50%
APP 5UTR inh: APP translation inhibition | SH-SY5Y APP 5'UTR-luciferase reporter, luminescence | inhibition, % at 2 µM | 190,000 tested, 0.82% active | AID 1285;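 active = inhibition above a set limit, derived from the sample mean plus 3 SD, cut at about 45% in these data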; note: values of inactives mirror those of a sister screen read the other way
Numbers without * were called inactive; . = no result given. This is a random part of the collection; overall some 6.1% were active at least once.

mol	Diaphorase inh	STAT1 inh	STAT3 activator	Hsp70 activator	STAT1 activator	TLR4-MyD88 BLA	Diaphorase act	STAT3 inh	G6PDH counter	APP 5UTR inh
CCOc1ccc(S(=O)(=O)Nc2nc3ccc(OC)cc3s2)cc1	20	-5	107	-0.1	105	-5	0.8	-10	3	3
Cc1c(C(c2ccc([N+](=O)[O-])cc2)c2c(C)n(C)n(-c3ccccc3)c2=O)c(=O)n(-c2ccccc2)n1C	6	1	102	0.0	99	-7	0.9	3	8	10
CC/C(=N\NC(=O)c1ccoc1C)c1ccc(C)o1	29	-34	106	0.1	130*	1	0.7	-4	13	-114
COc1ccc2nc(NNC(=O)C3COc4ccccc4O3)sc2c1 (centres undefined)	0	1	132	-0.2	100	10	1	-37	11	6
COC(=O)c1c(NC(C)=O)sc2c1CCCCC2	14	-5	91	-0.1	104	-9	0.9	8	20	1
Cc1ccc2cc(CN(CC(C)C)C(=O)C3CCCO3)c(=O)[nH]c2c1 (centres undefined)	21	1	113	-0.1	99	9	0.8	-12	-14	7
Cc1nn(C)cc1S(=O)(=O)N1CCCC(C(=O)O)C1 (centres undefined)	-6	2	102	-0.1	96	6	1.1	2	5	-4
O=C(CN1CCN(S(=O)(=O)c2ccccc2[N+](=O)[O-])CC1)NC(=O)NCc1ccco1	7	6	103	0.4	95	7	0.9	-3	3	15
C/C(Cl)=C\COc1cc(C)nc2c(Br)cccc12	25	-2	96	-0.2	101	-7	0.8	7	-2	-2
CCN(C(=O)c1c(C)cc(=O)oc1C)c1ccc2c(c1)OCO2	8	-1	102	-0.3	101	-3	0.9	1	11	-2
COc1cccc(-c2ccc(C#N)c(OC(=O)c3ccc(Cl)cc3)n2)c1	12	-2	105	-0.1	103	-1	0.9	-7	8	12
Cc1cc(-c2cccs2)nc(-n2cccc2)n1	9	6	111	-0.2	95	9	0.9	-2	0	-5
CCN(CC)c1ccc(/C=N/N2C(=O)c3ccccc3C2=O)cc1	22	5	94	-0.4	96	-6	0.8	6	-7	9
O=C(Nc1cccc(NC(=O)c2ccc(-c3cccc(Br)c3)o2)c1)c1ccco1	12	-7	86	0.1	106	3	0.9	19	18	-11
O=C(N/N=C/c1ccc(Br)o1)/C(=C/c1ccc([N+](=O)[O-])cc1)NC(=O)c1ccccc1	17	17	102	0.5	85	4	0.8	3	4	-6

2 compounds drawn at random from the list so far, as already listed:
mol	Diaphorase inh	STAT1 inh	STAT3 activator	Hsp70 activator	STAT1 activator	TLR4-MyD88 BLA	Diaphorase act	STAT3 inh	G6PDH counter	APP 5UTR inh
Cc1ccc2cc(CN(CC(C)C)C(=O)C3CCCO3)c(=O)[nH]c2c1 (centres undefined)	21	1	113	-0.1	99	9	0.8	-12	-14	7
COc1cccc(-c2ccc(C#N)c(OC(=O)c3ccc(Cl)cc3)n2)c1	12	-2	105	-0.1	103	-1	0.9	-7	8	12

As entered above:
STAT3 activator result of `CCN(CC)c1ccc(/C=N/N2C(=O)c3ccccc3C2=O)cc1` → 94
Diaphorase act result of `O=C(Nc1cccc(NC(=O)c2ccc(-c3cccc(Br)c3)o2)c1)c1ccco1` → 0.9

Returning to the listing, starting four compounds before the break.
mol	Diaphorase inh	STAT1 inh	STAT3 activator	Hsp70 activator	STAT1 activator	TLR4-MyD88 BLA	Diaphorase act	STAT3 inh	G6PDH counter	APP 5UTR inh
Cc1cc(-c2cccs2)nc(-n2cccc2)n1	9	6	111	-0.2	95	9	0.9	-2	0	-5
CCN(CC)c1ccc(/C=N/N2C(=O)c3ccccc3C2=O)cc1	22	5	94	-0.4	96	-6	0.8	6	-7	9
O=C(Nc1cccc(NC(=O)c2ccc(-c3cccc(Br)c3)o2)c1)c1ccco1	12	-7	86	0.1	106	3	0.9	19	18	-11
O=C(N/N=C/c1ccc(Br)o1)/C(=C/c1ccc([N+](=O)[O-])cc1)NC(=O)c1ccccc1	17	17	102	0.5	85	4	0.8	3	4	-6
CCOc1ccc(NC(=O)COn2nnc3ccc(S(=O)(=O)N4CCOCC4)cc32)cc1	9	-22	94	-0.4	122	-10	0.9	12	-1	11
O=C(/C=C/c1cccc(F)c1)Nc1nccs1	9	-55	96	0.2	151*	-3	0.9	12	1	-104
Cc1ccccc1C(=O)NC(=S)Nc1ccccc1C(=O)O	22	-1	104	-0.2	99	0	0.8	3	7	12
Cc1ccc(-c2nnc(SCc3nc4ccccc4[nH]3)n2Cc2ccco2)cc1	8	13	93	-0.3	89	3	0.9	13	5	-1
CSc1nc(=S)n(Cc2ccccc2)c(C)c1C(C)=O	16	-6	108	-0.4	105	-3	0.8	-6	5	2
CCOC(=O)c1sc(Nc2nc3cc4c(cc3s2)OCO4)cc1C	-15	-8	100	-0.3	107	-10	1.1	5	19	-57
Cc1cc(C)nc(N(C#N)CC(=O)N(c2ccccc2)C(C)C)n1	17	-13	105	0.1	112	-4	0.8	-1	2	0
Cc1ccc(S(=O)(=O)N2CC(O)CC2C(=O)OCc2nc3sc(C)c(C)c3c(=O)[nH]2)cc1 (centres undefined)	17	-5	100	-0.1	104	-12	0.8	1	-11	-10
CCCn1nnnc1NCc1ccc(Cl)cc1Cl	15	8	94	-0.3	91	-10	0.9	13	9	7
CCC(=O)Nc1cc(C(=O)NCC2CCCN2CC)c(OC)cc1N(C)C (centres undefined)	9	3	90	-0.1	97	-1	0.9	15	-10	6
O=C(CSCc1c(Cl)cccc1Cl)Nc1nccs1	8	-7	95	-0.1	106	7	0.9	10	0	-4
O=C(CCN1C(=O)C2C3C=CC(C3)C2C1=O)Nc1ccc2ncccc2c1 (centres undefined)	2	-7	103	0.0	107	-8	1	1	2	15
Cc1cc(NC(=O)c2cc(-c3cccs3)nc3ccccc23)no1	14	4	108	-0.1	97	-9	0.9	-4	-8	7
CC1CN(CCOCCSc2ccccc2)CC(C)O1 (centres undefined)	4	-5	94	-0.2	102	2	1	11	4	-21
O=C(NN=C1CCCCC1)c1ccccc1OCc1ccc(F)cc1	20	1	101	0.3	99	-14	0.8	-4	16	5
CC(C)c1ccc(N(CC(=O)NCc2ccc(F)cc2)C(=O)c2csnn2)cc1	21	6	111	-0.2	93	8	0.8	-8	10	-14
Cn1nnnc1SCSc1nnnn1C	18	-15	98	0.0	114	4	0.8	6	3	6
CC(=O)c1ccc(NC(=S)NCCc2ccccn2)cc1	7	-7	94	-0.1	106	4	0.9	8	2	-33
Cc1cc(Br)ccc1SCC(=O)OCC(=O)Nc1ccccc1C#N	20	-4	110	-0.2	104	-2	0.8	-17	0	3
Cc1ccccc1OCC(O)Cn1c(NCc2ccco2)nc2c1c(=O)[nH]c(=O)n2C (centres undefined)	-11	-5	105	-0.2	105	8	1.1	-2	7	11
COc1cc(OC)c(NC(=O)Cn2cccc2)cc1Cl	11	1	96	-0.1	99	-2	0.9	10	-3	-12
O=C(NCCc1ccc(Cl)cc1)/C(=C/c1cccnc1)NC(=O)c1ccccc1	0	14	85	-0.2	88	0	1	16	-2	-5
CN(C)S(=O)(=O)Nc1cc(Cl)cc(Cl)c1	5	-7	100	-0.4	104	-10	1	9	6	1
COc1ccc(OC)c(N(CC(=O)Nc2ccc3c(c2)OCO3)S(=O)(=O)c2ccccc2)c1	32	-5	108	-0.3	104	2	0.7	-6	15	-1
Cc1cccc(-n2c3nc(=O)[nH]c(=O)c-3cc3cc([N+](=O)[O-])ccc32)c1	53*	15	99	-0.1	86	13	0.5	3	3	37
COc1cc(OC)c2c(=O)c(OC)c(-c3ccc(OC)c(OC)c3)oc2c1	29	1	.	-0.2	98	-17	0.7	.	12	-10
CSc1nnc(-c2sc3cc(C(F)(F)F)cnc3c2-c2cccnc2)n1C	6	-2	104	0.0	102	-2	0.9	-3	2	3
Cc1nc(NNC(=O)c2ccccc2)cc(-c2ccccc2)n1	12	-2	92	-0.5	102	2	0.9	15	10	1
Cc1noc(C)c1COC(=O)c1cccc(S(=O)(=O)N2CCCCCC2)c1	24	16	79	-0.3	86	12	0.8	31	-1	-8
COc1ccc(Cn2nnnc2C(c2ccccc2OC)N2CCC(C(N)=O)CC2)cc1 (centres undefined)	12	-2	98	-0.3	102	-17	0.9	8	-8	6
CCc1cc2c3c(c1)C1(C(=O)N3C(C)(C)CC2C)C(C#N)=C(N)N2C(=C1C#N)Nc1ccccc12 (centres undefined)	26	-1	111	-0.2	101	-14	0.7	-7	-5	-10
Cc1cc(Nc2ccc(C(C)C)cc2)n2ncnc2n1	5	12	86	-0.4	90	-1	0.9	18	-6	3
COc1ccc(NC(=O)CC2CCCC2)cc1S(=O)(=O)N1CCCCC1	11	4	110	0.0	96	8	0.9	-2	20	-6
COc1ccc(NC(=S)NCCNC(C)=O)cc1	14	-3	106	0.7	103	11	0.9	-1	5	0

Assay outcomes (PubChem BioAssay)
